Screens: PubChem, National Center for Advancing Translational Sciences (NCATS)
EPAC1 agonist: qHTS for Agonist of cAMP-regulated guanine nucleotide exchange factor 3 (EPAC1): primary screen | EPAC1 agonist qHTS, biochemical assay; response scale: 100% = response to 6.5 mM cAMP | Potency, µM (series often up to 154 µM), without a hit: at the highest dose activation, usual class: activators | 360,000 tested, 0.073% active; also: potency is read from the fitted curve at half-maximal effect; nearly all actives have a fitted effect of over 60% in size
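Fluorescent GDP-exchange assay: 100 nM EPAC1 with 250 nM Rap1B preloaded with BODIPY-GDP and 50 uM GDP; compounds tested as concentration series, 5 min at room temperature, then read every 5 min for 30 min (ex 480/em 540 nm); normalized to 6.5 mM cAMP.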
CCT chaperon mod: High-Throughput Screening for Modulators of Cytosolic Chaperonin Activity. purified chaperonin ATPase assay, HTRF ADP detection, 30 min. 360,000 tested, 0.3% active. activity change, % (concentration not given with the values), hits read low. AID 651819, 2012; in the data active = activity change below about -30%; also: % is scaled to controls: 0 for no effect and ±100 for the full control effect
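TRiC (40 or 20 nM final, by batch activity) in 30 mM Tris pH 7.4, 100 mM KCl, 5 mM MgCl2, 1 mM DTT was treated with compound at 76 uM single dose, then 10 uM ATP, 30 min at 37 °C. ADP was read by HTRF Transcreener.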
PLK1 PBD inh: qHTS for Inhibitors of PLK1-PDB (polo-like kinase 1 - polo-box domain): Primary Screen; Serine/threonine-protein kinase PLK1 (Homo sapiens), P53350; 360,000 tested, 2.8% active; Potency, µM, without a hit: max response, negative = inhibition, hits mostly inhibitors; Plk1 PBD binding of FITC phosphopeptide, fluorescence polarization; AID 720504, 2013; also: potency is read from the fitted curve at half-maximal effect; series mostly up to about 57 µM; % is scaled to controls: 0 for no effect and ±100 for the full control effect; nearly all actives have a fitted effect of over 65% in size
EPAC2 antag: qHTS for Antagonist of cAMP-regulated guanine nucleotide exchange factor 2 (EPAC2): primary screen | Rap guanine nucleotide exchange factor 4 (Homo sapiens), Q8WZA2 | EPAC2 GEF exchange of Rap1B-BODIPY-GDP, fluorescence | Potency, µM (series often up to 114 µM), without a hit: at the top dose activity, negative = inhibition, most hits filed as inhibitors | 360,000 tested, 0.18% active; also: potency is read from the fitted curve at half-maximal effect; % is scaled to controls: 0 for no effect and ±100 for the full control effect; nearly all actives have a fitted effect of over 45% in size; many of its hits are not listed in these tables
Target sequence (Q8WZA2 whole entry, looked up): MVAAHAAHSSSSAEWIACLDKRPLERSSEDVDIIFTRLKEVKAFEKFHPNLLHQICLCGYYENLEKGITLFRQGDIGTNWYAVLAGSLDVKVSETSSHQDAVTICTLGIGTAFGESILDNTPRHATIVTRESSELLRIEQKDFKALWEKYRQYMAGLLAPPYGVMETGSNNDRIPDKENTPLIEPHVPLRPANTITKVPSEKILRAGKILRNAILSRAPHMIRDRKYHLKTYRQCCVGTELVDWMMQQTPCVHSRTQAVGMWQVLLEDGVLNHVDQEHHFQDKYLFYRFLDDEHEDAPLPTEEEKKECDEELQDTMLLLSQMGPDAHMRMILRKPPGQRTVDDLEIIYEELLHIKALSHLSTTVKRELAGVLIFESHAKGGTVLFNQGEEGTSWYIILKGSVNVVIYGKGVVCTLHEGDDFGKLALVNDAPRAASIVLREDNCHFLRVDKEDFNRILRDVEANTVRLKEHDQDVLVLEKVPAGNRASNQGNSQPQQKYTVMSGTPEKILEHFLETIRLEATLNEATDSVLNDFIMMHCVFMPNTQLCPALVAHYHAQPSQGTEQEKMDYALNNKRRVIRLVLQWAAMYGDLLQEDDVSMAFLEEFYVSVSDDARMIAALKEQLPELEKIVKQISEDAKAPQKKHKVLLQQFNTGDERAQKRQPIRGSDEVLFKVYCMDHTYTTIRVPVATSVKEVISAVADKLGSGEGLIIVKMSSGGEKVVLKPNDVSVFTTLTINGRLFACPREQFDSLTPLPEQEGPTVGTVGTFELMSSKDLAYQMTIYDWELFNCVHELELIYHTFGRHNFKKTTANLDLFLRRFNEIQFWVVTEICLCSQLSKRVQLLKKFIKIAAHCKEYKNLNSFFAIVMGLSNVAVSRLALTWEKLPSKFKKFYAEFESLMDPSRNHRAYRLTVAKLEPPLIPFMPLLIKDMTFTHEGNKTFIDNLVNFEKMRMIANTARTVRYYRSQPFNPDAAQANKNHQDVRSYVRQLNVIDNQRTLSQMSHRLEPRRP
PI5P4K alpha inh: qHTS for Inhibitors of phosphatidylinositol 5-phosphate 4-kinase (PI5P4K). PI5P4Kalpha enzyme, ADP-Glo luminescence, 60 min; hits give low values. max response, %. AID 652105, 2013. 330,000 tested, 1.2% active; active = max response of -50% or lower; inconclusive = between -30% and -50%; inactive = -30% or higher; also: value at the top dose of about 77 µM; % is scaled to controls: 0 for no effect and ±100 for the full control effect
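Human PI5P4Kalpha with substrate in 0.038 M HEPES pH 7.4, 0.28 mM EGTA, 0.1% CHAPS, 5% DMSO; reaction started with 5 microM ATP (final), 60 min at room temperature. ADP formed read by ADP-Glo luminescence.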
MmCpn inh: Inhibitors of TCP-1 ring complex (TRiC) of Methanococcus maripaludis (MmCpn): qHTS | purified Mm-Cpn ATPase, ADP Transcreener TR-FRET | Potency, µM (titrated, usually from 76.9 µM), for inactives: at the top dose activity, negative = inhibition, most hits filed as inhibitors | AID 504842, 2011 | Chaperonin Mm-Cpn (Methanococcus maripaludis) | 330,000 tested, 0.031% active; also: potency is read from the fitted curve at half-maximal effect; % is scaled to controls: 0 for no effect and ±100 for the full control effect; nearly all actives have a fitted effect of over 80% in size
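25 nM Mm-CPN + cpd, 10 min 37°C; + 10 uM ATP, 30 min 37°C; buffer 30 mM Tris pH 7.4, 100 mM KCl, 5 mM MgCl2, 1 mM DTT; Transcreener ADP HTRF detection 30 min RT.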
EPAC1 antag: qHTS for Antagonist of cAMP-regulated guanine nucleotide exchange factor 3 (EPAC1): primary screen; Rap guanine nucleotide exchange factor 3 (Homo sapiens), O95398; EPAC1 GEF assay, Rap1b-BODIPY-GDP exchange fluorescence; Potency, µM (highest dose often 115 µM), without a hit: top-dose activity change, negative = inhibition, usual class: inhibitors; 360,000 tested, 0.14% active;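 also: potency is read from the fitted curve at half-maximal effect; plate controls were vehicle for no effect and positive control for full effect; nearly all actives have a fitted effect of over 50% in size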
WRN inhibitor: qHTS for Inhibitors of WRN Helicase. Bifunctional 3'-5' exonuclease/ATP-dependent helicase WRN (Homo sapiens), Q14191. WRN helicase unwinding, fluorescent forked duplex, kinetic. Potency, µM (series often up to 114 µM), for inactives: top-dose activity change, negative = inhibition, hits mostly inhibitors. 360,000 tested, 0.46% active; also: potency is read from the fitted curve at half-maximal effect; % is scaled to controls: 0 for no effect and ±100 for the full control effect; nearly all actives have a fitted effect of over 55% in size
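Kinetic red-fluorescence monitoring (525/598 nm) tracks WRN helicase activity after 100 nM fluorophore-quencher forked duplex and 2 mM ATP are added to 20 nM enzyme pretreated 15 min at room temperature with compound.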
Active calls of the source: *; ? = inconclusive; nt = no result given; [ ] = dose if it differs, or a comment. Unless noted, calls follow the shape of the dose curve; as a rule, active = well fitted curve in the direction sought with a large enough effect; inconclusive = small, poorly fitted or top-dose-only effect, or another doubt; inactive = no such curve, though single readings can be large; an effect the other way counts as inactive or inconclusive.

SMILES	EPAC1 agonist	CCT chaperon mod	PLK1 PBD inh	EPAC2 antag	PI5P4K alpha inh	MmCpn inh	EPAC1 antag	WRN inhibitor
CC(NC(=O)COc1ccc(S(=O)(=O)N2CCCC2)cc1)c1ccccc1 (centres undefined)	1%	-0.3	2%	0%	3	0%	-3%	0%
Cc1cccc2sc(N(CCN(C)C)C(=O)c3ccc4ccccc4c3)nc12	1%	-2.6	8%	-21%	6	0%	-4%	-5%
CC1(C)CC2CC(C)(CN2C(=O)COC(=O)c2cccnc2Cl)C1 (centres undefined)	-9%	0.5	-4%	2%	0	-3%	11%	9%
Cc1c(C(=O)NCCCN2CCOCC2)oc2ccc(S(=O)(=O)N3CCOCC3)cc12	6%	-1.4	?	-1%	-4	-1%	4%	-6%
COc1ccc(/C=N/NC(=O)c2cccc(NC(=O)c3ccccc3Cl)c2)c(OC)c1	17%	-7.7	-4%	-2%	6	-1%	-29%	-13%
Cc1ccc(-c2c[n+](CC(=O)Nc3ccc(C)cc3C)c3n2CCC3)cc1	1%	-2.3	-7%	-1%	-2	-2%	8%	1%
COC(=O)c1ccc2c(=O)n(CCN3CCOCC3)c(SCC(=O)C(C)(C)C)nc2c1	4%	0.3	-12%	-6%	nt	-1%	4%	6%
COCCC1CCCCN1C(=O)c1ccc2nc(Cc3ccccc3F)oc2c1 (centres undefined)	6%	-3.5	-9%	-1%	3	0%	3%	-35%
O=C(CCn1c(=O)[nH]c2ccccc2c1=O)N1CC=C(c2ccccc2)CC1	-2%	-1.2	-7%	-4%	-9	1%	-25%	-16%
Cc1cc(Cl)ccc1NC(=S)N1CCN(C(=O)c2ccco2)CC1	-9%	-2.9	-12%	7%	-7	-1%	3%	-5%
Cc1cc(NC(=O)C(=O)NCc2cccc(Cl)c2)no1	2%	-0.5	-3%	5%	0	2%	1%	-1%
C=C1C2(C(=O)NCc3ccco3)CCC(C2)C1(C)C (centres undefined)	6%	-2.0	-9%	0%	-2	-1%	12%	3%
CCC(=S)/C=C1\Sc2ccccc2N1CCCS(=O)(=O)O	-3%	0.2	?	-5%	-13	-1%	-3%	-10%
CN(CC(=O)NCCc1ccc(S(N)(=O)=O)cc1)Cc1ccc(Cl)cc1Cl	-6%	-1.0	-20%	4%	-11	-23%	-11%	5%
C/C=C\C=C/C(=O)Nc1cccc(C2=NOC3(C2)C[C@@H](C(N)=O)N(C(=O)COc2ccc(Cl)cc2)C3)c1 (some centres undefined)	-13%	-2.0	?	-6%	?	-6%	-27%	-4%
CC1CCCN1CC#CC(O)(c1ccccc1)c1ccccc1 (centres undefined)	3%	2.5	0%	-2%	1	0%	9%	6%
CCOc1ccccc1NC(=O)COC(=O)Cc1ccc(-c2ccccc2)cc1	9%	0.1	2%	-10%	1	-7%	-19%	-4%
NNC(=O)C1SCCN1S(=O)(=O)c1ccc(Cl)cc1 (centres undefined)	2%	-1.1	-3%	2%	2	nt	-21%	2%
O=C1CC(c2ccccc2)c2c(O)cc(O)cc2O1 (centres undefined)	11%	-2.9	-2%	-16%	-1	2%	?	-7%
CC(=O)c1cccc(N(C(=O)c2ccco2)C(C(=O)NC2CCCC2)c2ccncc2)c1 (centres undefined)	7%	1.2	-11%	-2%	-7	-5%	12%	4%
Oc1ccc(N2CCN(c3ccnc4cc(Cl)ccc34)CC2)cc1	5%	0.6	-9%	-7%	-6	1%	-6%	0%
CC(=O)NC(C)c1nc2ccccc2n1C(C)C (centres undefined)	1%	0.0	6%	10%	-7	1%	13%	-1%
O=C(NCCC1=CCCCC1)C1CCN(S(=O)(=O)c2cccc3nsnc23)CC1	5%	0.3	?	-1%	0	-2%	-5%	9%
Cc1ccnc(Nc2nc(-c3ccc(Cl)cc3)cs2)c1	10%	1.0	-4%	-5%	15	1%	-13%	-5%[57.1 µM]
CCC(C)(C)n1nnnc1C(c1cc2cc(C)cc(C)c2[nH]c1=O)N1CCCC1 (centres undefined)	9%	-4.1	-12%	-1%	nt	-5%	8%	2%
O=C(CSc1ncnc2sccc12)N1CCN(C(=O)c2cccs2)CC1	4%	-5.1	2%	-3%	-24	-3%	-5%	-19%
CC(C)c1cc(=O)[nH]c(N2CCN(Cc3ccc4c(c3)OCO4)CC2)n1	4%	-0.9	-3%	0%	-5	-1%	-2%	0%
CCOC(=O)c1cccc(P(=O)(C(C)(C)C)C(C)(C)C)c1	16%	-1.4	-2%	-4%	6	3%	-3%	-25%
Cc1[nH]c2ccccc2c1C(O)CN1CCC2(CC1)OCCO2 (centres undefined)	12%	0.8	4%	-3%	-2	1%	-22%	6%
O=C(COc1ccc(F)cc1Cl)Nc1ccc(S(=O)(=O)Nc2nccs2)cc1	4%	-2.3	-14%	2%	2	1%	-6%	-28%
CN(/N=C/c1ccc2c(c1)OCO2)c1ccccc1	17%	-1.5	11%	-1%	18	0%	0%	-5%
Cc1ccc(/C=C2\CCC(C3CCCC3)C2=O)cc1 (centres undefined)	9%	0.2	1%	4%	9	0%	3%	-5%
O=C1c2ccccc2NC2CCCCC12 (centres undefined)	8%	-5.2	-8%	-1%	nt	0%	0%	-3%
CCC1=C(OC(=O)N(CC)CC)N2C(=O)OC(=NCCc3c[nH]c4ccccc34)[C@]2(C)[C@H]2C1=CC[C@H]1C(=O)NC(=O)[C@H]12	-20%	-2.1	-6%	-2%	3	2%	-25%	5%
O=C1C2CCCCN2C(=O)N1CCN1CCN(c2cccc(Cl)c2)CC1 (centres undefined)	-1%	0.1	-6%	-9%	0	nt	-3%	0%
CO/C([O-])=N/c1c[n+](-c2ccc(C)cc2)no1	8%	-2.8	-13%	-2%	-10	0%	-6%	-10%
Cc1ccc(Nc2c(-c3ccc(N4CCOCC4)cc3)nc3cnccn23)cc1	8%	-0.4	-2%	-9%	1	-3%	-7%	-13%
Cc1onc(-c2ccccc2Cl)c1C(=O)c1ccccc1	11%	0.4	-7%	?	4	3%	-12%	2%
Cc1ccc(C(=O)Nc2ncn[nH]2)cc1	-5%	-2.9	1%	12%	-5	-1%	1%	-7%
CCOC(=O)C1CCCN(C/C=C/c2ccccc2[N+](=O)[O-])C1 (centres undefined)	5%	-0.3	-1%	8%	nt	0%	3%	13%
Cc1ccccc1-c1nnc(SCC(=O)NCc2ccc3c(c2)OCO3)n1C	1%	-1.7	-4%	8%	1	0%	-24%	1%
O=C1CNC(c2ccccc2)C(c2ccccc2)N1 (centres undefined)	7%	-3.2	-12%	6%	-5	nt	6%	10%
CC(C)(C)S(=O)(=O)c1cnc2c(-c3ccc(F)cc3)cnn2c1N	6%	0.2	-4%	-1%	-8	-2%	10%	3%
Cc1ccc(C)c(N(C)S(=O)(=O)c2ccc3c(c2)oc(=O)n3C)c1	5%	-4.4	-14%	-20%	-2	-2%	-6%	-3%
CCN(CC(=O)NC(=O)Nc1ccccc1F)Cc1ccccc1	5%	-1.0	0%	-3%	14	1%	-6%	-5%
CCN1CC2=C(OC(N)=C(C#N)C2c2cccs2)/C(=C\c2cccs2)C1 (centres undefined)	20%	-8.0	-17%	-10%	nt	-5%	-10%	-10%[11.6 µM]
Cn1c(=O)c2c(SCC(=O)N3CCCC3)nc(CC(C)(C)C)nc2n(C)c1=O	1%	0.1	-1%	-2%	1	?	24%	11%
COc1nccnc1NS(=O)(=O)c1ccc(NC(=O)c2cccc(C)c2)cc1	6%	2.4	-12%	-4%	-1	-2%	-19%	-3%
Cc1ccc(S(=O)(=O)N2CCOCC2)cc1C(=O)OCC(=O)Nc1ccc2c(c1)OCO2	-6%	-0.1	0%	2%	-16	nt	-6%	-9%
CN(c1ccccc1)S(=O)(=O)c1ccc(C(=O)Nc2ncccc2O)cc1	2%	-1.7	-8%	-9%	-13	2%	3%	-9%
COCc1nc2sc3c(c2c(=O)[nH]1)CCCC3	-6%	0.0	3%	12%	1	0%	1%	-6%
Cc1cc(S(=O)(=O)NC[C@H]2O[C@@H](n3ccc(N)nc3=O)[C@H](O)[C@@H]2O)c(C)s1	-14%	-3.5	-11%	-2%	0	nt	-20%	4%
NC(=O)c1nc(-c2ccccc2)c(-c2ccccc2)[nH]c1=O	-5%	-5.1	0%	4%	-9	nt	9%	-24%
CN1CCc2nc3ccccc3c(C(=O)OCC(=O)N(CCC#N)c3ccccc3)c2C1	-27%	0.0	-6%	6%	-18	-4%	-20%	3%
O=C(/C=C/c1ccc(O)c(O)c1)c1ccc(S(=O)(=O)N2CCCCCC2)cc1	-2%	1.6	-8%	0%	-64*	1%	-14%	?
COc1ccc(CN2CCNC(=O)C2CC(=O)N(C)Cc2nccs2)c(OC)c1 (centres undefined)	14%	-2.3	27µM*	3%	2	1%	21%	-1%
COCC(=O)Nc1ccc(S(=O)(=O)Nc2cc(C)nc(C)n2)cc1	10%	-1.4	-2%	2%	nt	0%	-2%	-1%

In the list so far, 4 have a thiophene ring, fused or not:
SMILES	EPAC1 agonist	CCT chaperon mod	PLK1 PBD inh	EPAC2 antag	PI5P4K alpha inh	MmCpn inh	EPAC1 antag	WRN inhibitor
O=C(CSc1ncnc2sccc12)N1CCN(C(=O)c2cccs2)CC1	4%	-5.1	2%	-3%	-24	-3%	-5%	-19%
CCN1CC2=C(OC(N)=C(C#N)C2c2cccs2)/C(=C\c2cccs2)C1 (centres undefined)	20%	-8.0	-17%	-10%	nt	-5%	-10%	-10%[11.6 µM]
COCc1nc2sc3c(c2c(=O)[nH]1)CCCC3	-6%	0.0	3%	12%	1	0%	1%	-6%
Cc1cc(S(=O)(=O)NC[C@H]2O[C@@H](n3ccc(N)nc3=O)[C@H](O)[C@@H]2O)c(C)s1	-14%	-3.5	-11%	-2%	0	nt	-20%	4%

The list is partial; rates above refer to the full screens.
